Screening results (PubChem BioAssay)
FBW7 act = FBW7 E3 ligase activators, primary screen, biochemical, AlphaScreen, human. F-box/WD repeat-containing protein 7 (Homo sapiens), Q969H0. AlphaScreen FBW7–phospho-cyclin E peptide binding, activator screen. normalized activity (activation), % at 26.1 µM. hit rate 0.13% among 650,000; in the data active means normalized activity above about 1.9%;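 further: purified mutant Fbw7 with reduced substrate affinity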
Target sequence (Q969H0 whole entry, looked up): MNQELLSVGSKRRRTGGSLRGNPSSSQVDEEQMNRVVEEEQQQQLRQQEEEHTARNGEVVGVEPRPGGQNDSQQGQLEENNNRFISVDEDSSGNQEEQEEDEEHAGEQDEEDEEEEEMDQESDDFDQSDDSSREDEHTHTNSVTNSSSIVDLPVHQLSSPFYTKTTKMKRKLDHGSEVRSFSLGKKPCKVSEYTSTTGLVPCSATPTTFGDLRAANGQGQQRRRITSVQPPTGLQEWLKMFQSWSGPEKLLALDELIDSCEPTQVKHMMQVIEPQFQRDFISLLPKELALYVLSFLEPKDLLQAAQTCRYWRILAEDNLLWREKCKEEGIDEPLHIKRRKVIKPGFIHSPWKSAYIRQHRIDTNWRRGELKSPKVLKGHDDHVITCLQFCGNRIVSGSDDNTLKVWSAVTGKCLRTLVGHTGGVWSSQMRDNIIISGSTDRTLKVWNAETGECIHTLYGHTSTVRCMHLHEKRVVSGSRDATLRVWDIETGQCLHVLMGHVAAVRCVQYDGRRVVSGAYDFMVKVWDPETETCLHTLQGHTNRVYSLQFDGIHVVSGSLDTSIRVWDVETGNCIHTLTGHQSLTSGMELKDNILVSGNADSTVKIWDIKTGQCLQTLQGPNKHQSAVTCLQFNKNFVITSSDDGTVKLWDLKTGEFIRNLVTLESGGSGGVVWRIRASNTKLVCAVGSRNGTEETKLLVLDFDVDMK
TEAD-YAP block = TEAD-YAP interaction inhibition, primary screen, TEAD-YAP interaction inhibitor project, luminescence, HEK-TIYL cells. inhibition, % at 9.12 µM. hit rate 1.4% among 640,000. TEAD-Gal4/YAP UAS-luciferase luminescence; in the data active means inhibition above about 32%;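 further: 0% = median of test compound wells and 100% = reference inhibitor wells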
GPR151 ag = activators of human GPR151, primary screen, cell-based, PathHunter beta-arrestin, luminescence; PathHunter beta-arrestin GPR151 cells; activation, % at 11.2 µM; hit rate 1% among 650,000; AID 1508602, 2020; in the data active means activation above about 4.9%;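 further: 0% = median of compound wells and 100% = cells with positive control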
MITF primary = MITF inhibitors, primary screen, biochemical, AlphaScreen, human; inhibition, % at 2.6 µM; Microphthalmia-associated transcription factor (Homo sapiens), O75030; AID 1259374, 2018; AlphaScreen MITF homodimerization, bead proximity signal; hit rate 0.91% among 650,000; in the data active means inhibition above about 50%;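 further: 0% = vehicle wells with protein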
* = called active by the depositor.

SMILES | FBW7 act | TEAD-YAP block | GPR151 ag | MITF primary
O=C(OCc1ccccc1)C1=NNC2(CC(=O)N(c3cccc(Br)c3)C2=O)C1 (stereo not drawn) | 0.2 | 4 | 0.6 | 10
COC(=O)/C(=C/c1ccc([N+](=O)[O-])cc1)NC(=O)c1ccc(OC)cc1 | -0.1 | 6 | -0.3 | 9
O=C(NC(=S)Nc1ccc(-c2nc3ccccc3o2)cc1)c1ccccc1F | -0.2 | -11 | 0.4 | 6
NC(=O)c1ccccc1NC(=O)COc1ccccc1 | -0.1 | -51 | -2.3 | 3
CCSc1nc2n(n1)C(c1cccc([N+](=O)[O-])c1)C1=C(CCCC1=O)N2 (stereo not drawn) | 0.1 | 0 | 0.7 | -1
O=C(NCc1ccc(Cl)cc1)Nc1cccs1 | 0.0 | -13 | -0.9 | 0
O=C(c1ccccc1)N1CCCc2ccccc21 | 0.0 | -1 | -0.3 | 1
COc1cc(C)ccc1NC(=O)C(Br)C(C)C (stereo not drawn) | -0.1 | 7 | 0.0 | 0
CCOC(=O)c1c(-c2ccccc2)oc2ccc(O)c(CN3CCCC3)c12 | 0.0 | 5 | 2.3 | -1
CC(C)C(OC(=O)Cn1nnc2ccccc21)C(=O)NC1CCCC1 (stereo not drawn) | 0.0 | 5 | 0.1 | -1
O=C1CCCN1CCCNc1nc(Nc2ccc(N3CCOCC3)cc2)nc2nc[nH]c12 | -0.2 | -10 | -0.8 | 1
NCCSC1CC(=O)N(c2cccc(F)c2)C1=O (stereo not drawn) | 0.2 | -4 | 0.4 | 9
O=c1[nH]cnc2nc(-c3ccccc3)c(-c3ccccc3)nc12 | 0.0 | -12 | -0.3 | 3
C/C(=N\NC(=O)CN1CCOCC1)c1ccc(Cl)cc1 | 0.3 | 2 | -0.1 | 1
O=c1[nH]c2ccccc2n1C1CCN(S(=O)(=O)c2ccc(-n3cnnn3)cc2)CC1 | -0.1 | -1 | 0.1 | 7
CCN(CC)C(=O)CSc1nc2ccsc2c(=O)n1Cc1ccccc1 | 0.0 | 4 | 0.0 | 11
CCOc1ccc(Nc2nc(-c3ccccc3)c(Oc3ccc(Cl)cc3)s2)cc1 | -0.2 | -8 | 0.1 | 11
Cc1nnc(SCC(=O)Nc2ccc(F)c(F)c2F)s1 | 0.0 | 7 | -0.3 | -8
Cc1ccc2nc(N3CCC(C(=O)NCc4ccco4)CC3)nc(C)c2c1 | -0.1 | -30 | 3.4 | 0
C#CCOc1ccc(/C=C2/NC(=O)N(Cc3ccc(F)cc3)C2=O)cc1 | 0.3 | 4 | -2.1 | -35
Cc1cc(C)c(Nc2nnc(C(C)(C)C)c(=O)[nH]2)c(C)c1 | -0.2 | -6 | 0.3 | 5
Cc1ccc2nc(-c3ccc([N+](=O)[O-])cc3)oc(=O)c2c1 | 0.3 | 3 | -1.2 | 6
NC(=O)c1ccccc1NC(=O)c1cc([N+](=O)[O-])cc([N+](=O)[O-])c1 | 0.1 | 14 | 1.0 | -26
CCC(C)C1N=C2c3ccccc3N=C(SCc3cccc(Cl)c3)N2C1=O (stereo not drawn) | -0.1 | -4 | 0.0 | 9
CCC(OC(=O)CN1C(=O)c2cccc([N+](=O)[O-])c2C1=O)C(=O)Nc1sc2c(c1C#N)CCCC2 (stereo not drawn) | 0.0 | -26 | -1.3 | -19
CCOC(=O)c1c(NC(=O)c2cc([N+](=O)[O-])ccc2NC2CCCCC2)sc2c1CCCC2 | 0.0 | 6 | 1.6 | 11
O=C(Nc1ccc(S(=O)(=O)N2CCCCCC2)cc1)c1ccc(Br)o1 | -0.1 | -14 | -1.0 | 6
COC(=O)c1c(-c2ccccc2)csc1NC(=O)CS(=O)(=O)c1ccccc1 | -0.2 | 9 | -0.3 | -9
Cc1ccc2nc(-c3ccc(N4C(=O)CC(N5CC6(C)CC5CC(C)(C)C6)C4=O)cc3)sc2c1 (stereo not drawn) | -0.1 | -8 | -0.6 | -2
COc1ccc(C(=O)N=c2sc3cc(OC)c(OC)cc3n2C)cc1 | 0.1 | 2 | 1.1 | -9

Quoted from the results shown, 5 compounds:
SMILES | FBW7 act | TEAD-YAP block | GPR151 ag | MITF primary
CCN(CC)C(=O)CSc1nc2ccsc2c(=O)n1Cc1ccccc1 | 0.0 | 4 | 0.0 | 11
CCOc1ccc(Nc2nc(-c3ccccc3)c(Oc3ccc(Cl)cc3)s2)cc1 | -0.2 | -8 | 0.1 | 11
Cc1nnc(SCC(=O)Nc2ccc(F)c(F)c2F)s1 | 0.0 | 7 | -0.3 | -8
Cc1ccc2nc(N3CCC(C(=O)NCc4ccco4)CC3)nc(C)c2c1 | -0.1 | -30 | 3.4 | 0
C#CCOc1ccc(/C=C2/NC(=O)N(Cc3ccc(F)cc3)C2=O)cc1 | 0.3 | 4 | -2.1 | -35

Next records.
SMILES | FBW7 act | TEAD-YAP block | GPR151 ag | MITF primary
CC(C)(C)NCc1nc(-c2ccccc2)no1 | -0.1 | -57 | -0.2 | 1
CCCn1cnn2c(=O)cc(C)nc12 | -0.2 | -6 | 0.0 | -3
Cc1ccnc(NS(=O)(=O)c2ccc(NC(=O)c3ccncc3)cc2)n1 | -0.1 | -4 | -1.2 | 9
CNc1nc(-c2ccc(C(C)(C)C)cc2)cs1 | 0.1 | -40 | -0.9 | 1
CC(=O)Oc1cccc(/C=C2\N=C(c3ccccc3)OC2=O)c1 | 0.1 | -7 | 0.3 | 17
COC(=O)c1c(C)n(CCOc2ccc(C(C)(C)c3ccccc3)cc2)c2ccc(O)cc12 | 0.1 | 5 | -0.5 | 5
Cc1nnc(SCC(=O)Nc2c(Cl)cc(Cl)cc2Cl)n1N | 0.0 | -9 | -1.5 | -5
COc1ccc(C(=O)n2cnc3ccccc32)cc1Br | 0.2 | 5 | 2.7 | 14
O=C(NCc1ccccc1Cl)c1ccc(CN2CCOCC2)[nH]c1=O | 0.1 | 8 | 0.3 | -1
CC1Cc2ccccc2N1C(=N)N=C(N)N (stereo not drawn) | 0.2 | 5 | 4.7 | -7
CN(CC(=O)Nc1ccc(F)c(F)c1F)Cc1nc2cc(C(F)(F)F)ccc2c(=O)[nH]1 | 0.0 | 12 | 0.1 | -16
CCC(C(=O)NCc1cccnc1)n1c2ccccc2c2nc(=O)cc(C)n21 (stereo not drawn) | -0.1 | 9 | 3.8 | 11
Cc1ccc(C)c(Cn2cnc3c(cnn3CCO)c2=O)c1 | 0.0 | 7 | 0.3 | 3
CCOC(=O)c1c(NC(=O)c2ccncc2)sc(C)c1-c1ccc(Cl)cc1 | 0.0 | 1 | 0.2 | -1
CCN1/C(=C/c2ccc3ccc(C)cc3[n+]2CC)Sc2cc(OC)ccc21 | -0.5 | 87* | 2.6 | 33
O=C(CCn1c(=O)oc2ccccc21)N1CCCCC1 | 0.0 | -21 | -0.1 | -2
Cc1cccc(-c2ocnc2C(=O)NC(C)c2ccccn2)c1 (stereo not drawn) | -0.1 | -86 | -0.6 | 2
Clc1ccc(CSc2nc(NC3CCCCC3)c3ccccc3n2)cc1 | 0.0 | 6 | 2.0 | 1
CC(C)(C)c1ccc(OCc2nc(-c3cccnc3)no2)cc1 | 0.9 | -8 | -0.1 | 3
C=CCn1ccc2nc(N3CCOCC3)nc(N3CCOCC3)c21 | 0.0 | -8 | 0.2 | 13
CC(C)(C)NCC(=O)N/N=C/c1ccc(OCc2ccccc2)cc1 | 0.6 | -16 | -0.5 | 31
O=C(c1ccc(S(=O)(=O)N2CCCCCC2)cc1)N1CCc2ccccc21 | 0.0 | 0 | 0.6 | -10
Cc1nn(C(=O)C2CCCN2S(=O)(=O)c2ccc(F)cc2)c(C)c1Sc1ccccc1 (stereo not drawn) | -0.1 | -4 | -1.0 | 8
Cc1c(C(=O)N2CCN(c3cccc(Cl)c3)CC2)sc2ncnc(N3CCCCC3)c12 | 0.0 | -5 | 0.3 | 8
CC(C)c1nc(CNC(=O)CC2C(=O)NCCN2Cc2cccc(F)c2F)cs1 (stereo not drawn) | 0.0 | 0 | 0.5 | -8
CN1CCN(c2nc(Nc3ccc(OC(F)(F)F)cc3)nc(N3CCN(C45CC6CC(CC(C6)C4)C5)CC3)n2)CC1 | -0.3 | 6 | -0.9 | -7
CCCCCOC(=O)CSc1nnc(-c2cc(OC)c(OC)c(OC)c2)o1 | -0.1 | 0 | 2.3 | -6
COc1ccc(N2C(=O)C(F)(F)C2c2ccc(F)cc2)cc1 (stereo not drawn) | 0.1 | 5 | 1.5 | -5
N/C(=N\OC(=O)c1cccc2ccccc12)c1cccc([N+](=O)[O-])c1 | 0.2 | 10 | -1.6 | 2
Cc1ccc(C(CNS(=O)(=O)c2cccc3ccccc23)N2CCOCC2)cc1 (stereo not drawn) | 0.0 | 7 | -1.2 | 4
O=C1CCN(C(=O)C(c2ccccc2)c2ccccc2)CCN1 | 0.8 | 1 | 1.6 | 21
COC(=O)C1=NNC(C(=O)c2ccccc2)C1c1ccc(C)cc1 (stereo not drawn) | -0.1 | -9 | 1.2 | -14
CC(C)NC(=O)C(=O)Nc1cc(Cl)cc(Cl)c1 | -0.1 | -4 | 1.0 | 15
CC1CCc2c(sc(NC(=O)c3ccccc3Cl)c2C(=O)NCc2ccco2)C1 (stereo not drawn) | -0.3 | -11 | 0.0 | -13
Cc1cc(C)nc(Nc2cc(Cl)cc(Cl)c2)n1 | 0.1 | 8 | -1.2 | -5
CC(C)C(NC(=O)c1ccccc1)c1nnc(SCC(=O)Nc2cccc(F)c2)n1C (stereo not drawn) | 0.1 | -1 | -0.1 | 16
Cn1c(=O)c2c([nH]c(=O)n2Cc2ccccc2Cl)n(C)c1=O | -0.1 | 0 | 0.8 | 5
Cc1ccccc1-n1c(=S)sc2c(=O)n(-c3ccccc3)c(SCC(=O)c3ccc(O)c(O)c3)nc21 | -0.1 | -4 | -0.2 | -4
c1cc(-c2cncc(N3CCOCC3)c2)nc(Nc2ccc(OCCN3CCOCC3)cc2)n1 | -0.2 | 78* | -1.4 | 16
COc1cc(C2C(C(=O)OC(C)C)=C(C)NC3=C2C(=O)CC(C)(C)C3)ccc1OCc1ccccc1 (stereo not drawn) | -0.4 | 3 | -0.8 | 3
CCc1cccc(C)c1NS(=O)(=O)c1ccc2c(c1)SC(C)CN2C(C)=O (stereo not drawn) | 0.0 | -2 | -0.1 | -5
CCC(=O)c1ccc(OCCN2CCCCC2)cc1 | -0.1 | -10 | 0.4 | -9
Cc1ccccc1OCCOC(=O)Nc1ccccc1 | 0.0 | -42 | 2.2 | -5
Cc1nc(C)n(C)c(=O)c1-c1ccccc1 | 0.0 | -12 | 0.5 | 1
COc1cccc(-c2nc3ccccc3c(=O)n2NC(=O)/C=C/c2ccc(C)cc2)c1 | 1.0 | 3 | -0.8 | 10
C#CC(C)(C)OC(=O)CCC(=O)Nc1ccccc1C | -0.1 | 1 | 1.2 | 9
Cn1c(/C(C#N)=C(\O)c2ccc(Cc3ccccc3)cc2)nc2ccccc21 | 0.2 | -13 | 0.2 | 16
COCC(C)NC(=O)c1cc(-c2ccc(O)cc2)on1 (stereo not drawn) | 0.0 | 7 | -1.9 | -1
O=c1c2nnn(-c3ccc(F)cc3)c2ncn1C/C=C/c1ccccc1 | 0.0 | 5 | 2.5 | -4
O=C(CCN1C(=O)C2C3CCC(C3)C2C1=O)N1CCn2c(nnc2C2CC2)C1 (stereo not drawn) | -0.2 | -13 | -1.2 | -2
CCCCCOc1ccc(C2NC(=O)NC(C)=C2C(=O)OC)cc1OC (stereo not drawn) | 0.6 | -8 | 0.8 | 17
CC(=O)Nc1nnc(SCC(=O)Nc2nc3ccccc3s2)s1 | 0.0 | -5 | -0.1 | -15
Cc1ccsc1/C=N/n1c(=S)[nH]nc(C)c1=O | -0.4 | -2 | 0.9 | -18
CCSC1=C(C#N)C(=O)NC(C(C)C)S1 (stereo not drawn) | 0.1 | -33 | 0.8 | 8
C=CCc1cc(C)ccc1OCCN1CCCC1 | -0.1 | -2 | 2.3 | 11
COc1ccc(OC)c(CNC(=O)CCn2c(=O)oc3ccccc32)c1 | -0.1 | 6 | 0.0 | 8
Cc1ccc(N(C(=O)c2ccccc2C)C2C=CS(=O)(=O)C2)cc1C (stereo not drawn) | -0.1 | -10 | 0.2 | 10
CCOC(=O)c1c(NC(=O)CSc2nnc(CNC(=O)c3cccc(C)c3)n2-c2cc(C)ccc2C)sc2c1CCC2 | 0.0 | 1 | 1.7 | -2
CCOc1ccc2c(c1)-c1c(ssc1=Nc1ccc(S(=O)(=O)Nc3nccc(C)n3)cc1)C(C)(C)N2 | 0.1 | 5 | 0.9 | -7
Cc1nc2ccccc2n1CC(=O)N1CCc2c(nc(N3CCOCC3)[nH]c2=O)C1 | -0.1 | -5 | -1.2 | -1

An excerpt from above, reduced to GPR151 ag.
molecule,GPR151 ag
CCSC1=C(C#N)C(=O)NC(C(C)C)S1 (stereo not drawn),0.8
CCCCCOc1ccc(C2NC(=O)NC(C)=C2C(=O)OC)cc1OC (stereo not drawn),0.8
CC(=O)Nc1nnc(SCC(=O)Nc2nc3ccccc3s2)s1,-0.1
COc1ccc(OC)c(CNC(=O)CCn2c(=O)oc3ccccc32)c1,0.0
CCOC(=O)c1c(NC(=O)CSc2nnc(CNC(=O)c3cccc(C)c3)n2-c2cc(C)ccc2C)sc2c1CCC2,1.7
